Screening results as filed in PubChem BioAssay.
Tb PGK inh: qHTS Assay to Find Inhibitors of Phosphoglycerate Kinase; Phosphoglycerate kinase, glycosomal (Trypanosoma brucei brucei), P07378; PGK/GAPDH coupled, Kinase-Glo luminescence, 60 min; Potency, µM (titrated, usually from 57.5 µM), inactives show top-dose activity change, negative = inhibition, hits mostly inhibitors; 380,000 tested, 0.043% active; further: on the % scale 0 is the no-effect control and ±100 the full control effect; nearly all actives have a fitted effect of over 60% in size
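Luminescent ATP detection (Kinase-Glo Plus) follows a 60-minute room-temperature incubation, with wells lacking PGK as controls. Buffer: 100 mM TEA (pH 7.6), 5 mM MgCl2, 0.01% Tween-20. Coupling enzyme GAPDH (100 nM final) supplies unstable 1,3-BPG in-well.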
rTrxR1 inhibitor: qHTS Assay for Inhibitors of Mammalian Selenoprotein Thioredoxin Reductase 1 (TrxR1): qHTS | 390,000 tested, 1% active | Potency, µM (series often up to 114 µM), for inactives: top-dose activity change, negative = inhibition, hits mostly inhibitors | recombinant rTrxR1, NADPH fluorescence consumption, selenite substrate | Thioredoxin reductase 1, cytoplasmic (Rattus norvegicus), O89049; further: on the % scale 0 is the no-effect control and ±100 the full control effect; nearly all actives have a fitted effect of over 65% in size
Target sequence (O89049 whole entry, looked up): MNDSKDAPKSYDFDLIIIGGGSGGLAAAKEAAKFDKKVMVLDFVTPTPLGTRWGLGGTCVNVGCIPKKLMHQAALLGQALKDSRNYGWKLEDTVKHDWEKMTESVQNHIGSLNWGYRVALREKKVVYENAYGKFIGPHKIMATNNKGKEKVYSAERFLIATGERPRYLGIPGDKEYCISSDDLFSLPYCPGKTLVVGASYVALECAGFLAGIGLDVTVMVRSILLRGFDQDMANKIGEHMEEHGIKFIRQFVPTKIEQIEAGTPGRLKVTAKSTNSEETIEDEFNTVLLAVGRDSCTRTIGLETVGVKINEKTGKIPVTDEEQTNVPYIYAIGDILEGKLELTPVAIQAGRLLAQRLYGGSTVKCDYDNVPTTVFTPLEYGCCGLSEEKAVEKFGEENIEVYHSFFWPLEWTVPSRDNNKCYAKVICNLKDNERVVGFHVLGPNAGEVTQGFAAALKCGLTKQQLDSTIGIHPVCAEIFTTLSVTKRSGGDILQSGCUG
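Rat TrxR1 (90 nM in the dispensed reagent) was pre-reduced with 400 uM NADPH for 5 min at room temperature, then incubated with compound for 15 min. After 400 uM selenite was added, NADPH fluorescence (Ex 340/Em 450 nm) was followed for 8 min.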
ALOX12 inh: Primary qHTS assay for inhibitors of human arachidonate 12S-lipoxygenase (ALOX12): Round 2; Polyunsaturated fatty acid lipoxygenase ALOX12 (Homo sapiens), P18054; purified 12hLO, xylenol orange hydroperoxide absorbance; Potency, µM (series often up to 108 µM), without a hit: top-dose activity change, negative = inhibition, hits mostly inhibitors; 580,000 tested, 1.1% active; further: on the % scale 0 is the no-effect control and ±100 the full control effect
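Purified human 12hLO at 150 nM in 25 mM Hepes, 0.01% Triton X-100, pH 7.0, preincubated 15 min at room temperature with compound. Reaction started with 40 uM arachidonic acid, 30 min at room temperature. Hydroperoxide measured by Fe-xylenol orange, 573/405 nm absorbance ratio.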
RGS4 inh: Inhibitors of Regulator of G Protein Signaling (RGS) 4: qHTS. Regulator of G-protein signaling 4 (Homo sapiens), P49798. Transcreener GDP fluorescence polarization, RGS4-accelerated GTP hydrolysis. Potency, µM (highest dose often 114 µM), for inactives: at the highest dose activity change, negative = inhibition, usual class: inhibitors. 390,000 tested, 0.039% active. AID 504845, 2011; further: on the % scale 0 is the no-effect control and ±100 the full control effect; nearly all actives have a fitted effect of over 75% in size; some results filed as inactive show a strong effect at the top dose
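MLSMR compounds (23 nl, pin-transferred) preincubated 10 min at room temperature with a 500nM (2x) first reagent, then RGS4 at 900nM (2x) plus Transcreener GDP mix added; fluorescence polarization (620/688 nm) read before and after 90 min at 30 °C.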
JMJD2A Tudor: qHTS Assay for Inhibitors of JMJD2A-Tudor Domain; Lysine-specific demethylase 4A (Homo sapiens), O75164; AlphaScreen JMJD2A-Tudor / H3K4me3 peptide binding; Potency, µM (series often up to 114 µM), without a hit: at the highest dose activity change, negative = inhibition, most hits filed as inhibitors; 390,000 tested, 4.4% active; AID 504339, 2011; further: on the % scale 0 is the no-effect control and ±100 the full control effect; nearly all actives have a fitted effect of over 50% in size
Pin1 inh: qHTS Assay to Find Inhibitors of Pin1 | Peptidyl-prolyl cis-trans isomerase NIMA-interacting 1 (Homo sapiens), Q13526 | Pin1 FP peptide displacement, HiFluor488, 10 min | Potency, µM (doses to about 115 µM), without a hit: top-dose activity, negative = inhibition, usual class: inhibitors | 390,000 tested, 0.009% active | AID 504891, 2011; active means well fitted inhibition curve with a large enough effect in the polarisation, with a control signal flat, not every such curve was filed as active; inconclusive means small, poorly fitted or top-dose-only effect, or effect the other way, or a change in a side signal; inactive means no such curve, though single readings can be large or run the other way; the % refers to the polarisation; further: on the % scale 0 is the no-effect control and ±100 the full control effect
Target sequence (Q13526 whole entry, looked up): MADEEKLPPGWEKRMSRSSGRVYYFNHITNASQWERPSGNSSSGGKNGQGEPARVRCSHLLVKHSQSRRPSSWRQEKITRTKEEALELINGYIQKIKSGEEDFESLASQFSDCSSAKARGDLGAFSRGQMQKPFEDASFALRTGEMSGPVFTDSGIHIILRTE
ERG-DNA inh: qHTS for Small Molecule Inhibitors of the ERG Ets/DNA interaction | Transcriptional regulator ERG (Homo sapiens), P11308 | 370,000 tested, 0.028% active | Potency, µM (series often up to 76.9 µM), for inactives: at the highest dose FP activity, negative = inhibition, most hits filed as inhibitors | fluorescence polarization, His-ERG Ets domain / labelled DNA; active means well fitted inhibition curve with a large enough effect in the polarisation, with a control signal flat; inconclusive means small, poorly fitted or top-dose-only effect, or effect the other way, or a change in a side signal; inactive means no such curve, though single readings can be large or run the other way; the % refers to the polarisation;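 further: polarization taken with two DNA probes labelled with fluorescein and Texas red; % of control where 0% means no effect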
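His-tagged ERG Ets domain (1 uM in the protein solution; 300mM KCl, 50mM Tris-HCl, 1mM EDTA, 1mM DTT, pH 7.5) received compound, then a probe mix of 5 nM fluorescein-DNA and 100nM Texas-615-DNA. Fluorescence polarization was read for both dyes.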
GLS inh: qHTS for Inhibitors of Glutaminase (GLS). 410,000 tested, 0.21% active. Glutaminase kidney isoform, mitochondrial (Homo sapiens), O94925. GLS enzymatic activity, qHTS titration. Potency, µM (highest dose often 45.5 µM), for inactives: at the top dose activity change, negative = inhibition, usual class: inhibitors; further: on the % scale 0 is the no-effect control and ±100 the full control effect
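Compounds were pin-transferred onto hKGA, after which L-glutamine (1 mM solution) and a detection mix of glutamate oxidase, HRP and Amplex Red were added. Initial and 30 min RT fluorescence reads were collected.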
HP1b chromo inh: HTS for Inhibitors of HP1-beta Chromodomain Interactions with Methylated Histone Tails | Chromobox protein homolog 1 (Homo sapiens), P83916 | Potency, µM (highest dose often 114 µM), inactives show at the highest dose activity change, negative = inhibition, hits mostly inhibitors | 390,000 tested, 0.56% active | AlphaScreen HP1-beta / biotin-H3K9me3 peptide binding; further: nearly all actives have a fitted effect of over 70% in size; inactives centre near 23
Target sequence (P83916 whole entry, looked up): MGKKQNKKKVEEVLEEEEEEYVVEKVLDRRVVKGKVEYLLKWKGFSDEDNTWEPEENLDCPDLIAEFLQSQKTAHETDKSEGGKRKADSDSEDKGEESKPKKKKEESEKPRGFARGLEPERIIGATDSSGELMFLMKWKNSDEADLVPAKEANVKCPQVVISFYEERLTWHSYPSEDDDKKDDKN
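Compound inhibition of the preformed complex between 50 nM HP1-beta and 50 nM biotinylated H3K9me3 peptide was read by AlphaScreen. Buffer was PBS pH 7.4 with 0.01% Tween-20. Incubations ran 30 min at room temperature, with 10 ug/mL donor/acceptor beads.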
Starred values were filed as active, the others as inactive; i = inactive; ? = inconclusive; nt = not tested or not shown; & = joins results of further samples; [ ] = remark or other dose. Unless noted, the call rests on the fitted dose curve; in most records, active means well fitted curve in the direction sought with a large enough effect; inconclusive means small, poorly fitted or top-dose-only effect, or another doubt; inactive means no such curve, though single readings can be large; an effect the other way counts as inactive or inconclusive. Potency means the concentration at half of the fitted maximal effect.

Compound	Tb PGK inh	HP1b chromo inh	rTrxR1 inhibitor	ERG-DNA inh	Pin1 inh	JMJD2A Tudor	GLS inh	RGS4 inh	ALOX12 inh
O=[N+]([O-])c1ccccc1CNC(Cc1ccccc1)c1ccccc1 (stereo not given)	-3%	36%	17%[57.1 µM]	nt	-3%	-1%	1%	-8%	4%
O=C(CN1C(=O)c2ccccc2C1=O)NCc1ccncc1	-4%	15%	8%[57.1 µM]	-5%	0%	0%	-1%	-25%	7%
COc1cc(NC(=O)C(=O)NNC(=O)C2CCCCC2)c(OC)cc1Cl	i	47%[activator]	17%[57.1 µM]	-17%	3%	-9%	0%	-11%	17%
CC1CCCCN1C(=O)c1ccc(C(=O)c2ccccc2)cc1 (stereo not given)	0%	31%	9%	1%	-1%	-2%	-2%	-6%	43%
COCCCNC(=O)CC1C[C@H](C(=O)N(C(C)C)C(C)C)[C@@]2(C)c3[nH]c4ccccc4c3CCN2C1=O (stereo not given in full)	-9%	50%[activator]	19%	11%	-8%	7%	-3%	5%	0%
O=C(Nc1ccc2c(c1)C(=O)N(c1ccccc1)C2=O)C1CCCO1 (stereo not given)	-12%	25%	-4%	-14%	6%	5%	-1%	-12%	0%
CN(CC(=O)Nc1ccccc1Br)c1ncnc2sccc12	-7%	36%	27%[57.1 µM]	-4%	0%	0%	0%	-23%	-3%
CC1CN(C(=O)N2CCCCC2)CCN1C(=O)N1CCCCC1 (stereo not given)	0%	33%	9%[57.1 µM]	-1%	48%[activator]	0%	10%	15%	-1%
COc1ccc(C(C(=O)NCC2CCCO2)N(C(=O)c2snc(C(N)=O)c2N)c2ccc(C)cc2)cc1OC (stereo not given)	0%	21%	28%[57.1 µM]	5%	3%	-18%	-8%	2%	-22%
COc1ccc(CNc2nc3c(-c4cccc(F)c4)nnn3c3ccccc23)cc1	-3%	17%	24%	-2%	2%	-19%	-8%	13%	-31%
Cc1ccc(C(=O)C2=C(O)C(=O)N(c3ncccn3)C2c2ccccc2F)o1 (stereo not given)	-2%	56%[activator]	21%	-11%	1%	1%	20%	-41%	?
CCn1nc(C)cc1C(=O)N1CCCC(N(C)CCc2ccc(OC)c(OC)c2)C1 (stereo not given)	4%	22%	-15%	-4%	-3%	-3%	0%	11%	0%
CC12CCC(C(=O)N3CCCCCC3)(OC1=O)C2(C)C (stereo not given)	-5%	46%[activator]	21%[57.1 µM]	-10%	0%	-7%	1%	-29%	15%
CC(=O)NC(CC(=O)NCC(c1ccco1)N(C)C)c1ccccc1 (stereo not given)	i	-7%	5%	3%	-2%	-25%	0%	1%	0%
Cc1ccc(C(=O)NC(=S)NCC(=O)c2ccccc2)cc1	-9%	-12%	-3%	-5%	7%	-16%	9%	-23%	?
CCOc1ccc(S(=O)(=O)NC(Cc2cnc[nH]2)C(=O)O)cc1 (stereo not given)	0%	-5%	19%[57.1 µM]	-3%	0%	16µM*	-11%	19%	-6%
CCN(C(=O)CSc1ccc2ccccc2c1)C1CCS(=O)(=O)C1 (stereo not given)	-5%	15%	20%	-2%	2%	-8%	7%	-4%	12%
Cc1ccc(C2CC(c3cccs3)=NN2C(=O)c2ccco2)o1 (stereo not given)	-7%	-5%	-19%	-3%	-8%	?	9%	-33%	?
O=C(O)C1CCCN(S(=O)(=O)c2cccs2)C1 (stereo not given)	nt	37%	16%	nt	-4%	-13%	13%	6%	9%
CCN1C(=O)[C@@H]2[C@@H](c3ccc(-c4ccc(Cl)c(Cl)c4)cc3)N3CCCC[C@@]3(C(=O)OC)[C@@H]2C1=O	-2%	-10%	7%	15%	8%	-25%	-1%	8%	5%
Cc1ccc(/C=C/C(=O)OCC(=O)NC(C)c2ccccc2)o1 (stereo not given)	-14%	6%	50µM*	-2%	1%	-12%	-8%	-38%	-16%
CCOC(=O)CC1C(=O)NCCN1Cc1cccs1 (stereo not given)	i	34%	25%	-5%	4%	1%	-12%	17%	7%
COc1ccc(OCCC(=O)Nc2cc3c(cc2C(=O)O)OCCCO3)cc1	-3%	8%	10%	-1%	-4%	-14%	8%	12%	-21%
COc1ccc(/C=N/NC(=O)c2ccoc2C)cc1COc1ccc(Cl)cc1	-6%	20%	6%[57.1 µM]	-6%	15%	-20%[11.4 µM]	0%	-1%[11.4 µM]	-11%
CCCNC(=O)NC(=O)CSc1ccc(C)cc1C	-1%	38%	31%[57.1 µM]	1%	4%	3%	2%	-8%	-12%
COc1ccc(-c2ccc(-c3nnn(CC(C)=O)n3)cc2)cc1	-1%	25%	10%	0%	-7%	-1%	1%	13%	0%
O=C(NC1CCC(O)CC1)c1cc(-c2ccc(Cl)cc2)nc2ccccc12 (stereo not given)	0%	18%	16%	16%	1%	-13%	-2%	7%	339%[activator]
COc1ccccc1N=C1SC(C(=O)Nc2ccc(F)cc2)CC(=O)N1C (stereo not given)	-7%	43%[activator]	10%[57.1 µM]	-6%	-2%	0%[11.4 µM]	-6%	-10%[11.4 µM]	0%
N#CCn1c2ccccc2c2nc3ccccc3nc21	1%	31%	14%[57.1 µM]	-14%	1%	-10%	6%	4%	-5%
COc1ccc(CCNC(=O)c2cc3c(=O)n4ccccc4nc3n(CCCN3CCOCC3)c2=N)cc1OC	1%	14%	23%	-16%	-1%	-24%	-6%	-1%	-19%
O=C(Nc1cc(F)cc(F)c1)c1ccc(NCCc2ccccc2)c([N+](=O)[O-])c1	-4%	32%	-3%	11%	?	-11%	-15%	-16%	-21%
Cc1nc(CC(=O)Nc2cccc(C)c2C)cs1	i	26%	-1%	-1%	1%	-17%	8%	31%	-4%
CCOC(=O)CSc1nncc2ccc(OC)c(OC)c12	-8%	23%	19%	?	0%	-1%	0%	4%	-9%
CCC(C)Sc1nc2ccccc2c(=O)[nH]1 (stereo not given)	3%	30%	-7%	-1%	1%	-3%	-1%	21%	-1%
Cc1ccc(SCC(=O)NNC(=O)c2cncc(Br)c2)cc1	-8%	43%[activator]	10%[57.1 µM]	3%	-3%	-5%	-2%	-10%	14%
Cc1cccc(C(=O)Nc2cccc(C(=O)OCc3cc(=O)n4ccsc4n3)c2)c1	i	-4%	9%[57.1 µM]	-1%	12%	-15%	-3%	3%	?
CC(C)COC(=O)C(C)Nc1n[nH]c(=S)[nH]c1=O (stereo not given)	3%	50%[activator]	-25%[57.1 µM]	3%	-9%	-10%	17%	0%	?
Cc1onc(-c2ccccc2Cl)c1C(=O)N1CCN(C)CC1	-3%	-13%	21%	-5%	-1%	-14%	0%	1%	20%
Cn1c(=O)c2c(SCC(=O)N3CCOCC3)nc(C3CC3)nc2n(C)c1=O	9%	28%	18%[57.1 µM]	3%	-1%	-15%	0%	6%	-5%
Cc1ccc(NC(=S)Nn2cnnc2)cc1	nt	-17%	-13%	6%	-6%	?	-12%	?	?
CCCN(CC(=O)Nc1ccccc1OC)C(=O)c1cccc(S(=O)(=O)Nc2ccc(OC)cc2)c1	9%	16%	11%	4%	1%	-13%	-3%	3%	-26%
COc1cc(/C=N/NC(=S)Nc2cccc(S(=O)(=O)N(C)C)c2)ccc1O	-6%	-21%	?	-6%	4%	?	10µM*	-9%	?
Cc1cccc(-n2c(-c3csc(C)c3)n[nH]c2=S)c1	21%	?	-12%	-4%	2%	11µM*	?	-15%	?
CCCCOC(=O)CNc1n[nH]c(=S)[nH]c1=O	8%	23%	-8%	4%	1%	-24%	7%	-1%	-20%
Cc1ccc(CNC(=O)C2CC(=O)N(c3ccc(OCC(=O)N4CCCC4)cc3)C2)cc1 (stereo not given)	-8%	18%	-7%	1%	-1%	-15%	3%	-11%	28%
COc1cc(NC(=O)CSc2ncccc2C(=O)OC(C)C)cc(OC)c1	-4%	37%&54%	0%[57.1 µM]	-2%&12%	-3%&5%	-7%&-14%	-1%&-3%	2%&-16%	-27%&26%
CCOc1ccc(NC(=O)C2CC(C)=C(C)CC2C(=O)O)cc1 (stereo not given)	i	31%	?	-5%	-1%	-12%	1%	-8%	7%
O=[N+]([O-])c1ccccc1S(=O)(=O)N1CCN(Cc2ccccc2)CC1	-7%	4%	20%	-10%	4%	?	3%	-2%	14%

Only part of the results is shown (hit frequency here may not be typical).
